Kir21 inh: inhibitors of mouse Kir2.1 inward-rectifier potassium channel; AID 1672, 2009; HEK293-Kir2.1, FluxOR thallium flux fluorescence; stronger effect = lower value; 310,000 compounds, 0.85% hits; B-score at 10 µM;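 active = fluorescence ratio B-score at or below minus 3 SD of library scores, with starting-brightness B-score within 2 SD, cut at about -4.2 in these data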;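 note: channel flux triggered by added potassium and thallium sulfate stimulus; B-score of peak minus minimum fluorescence over baseline after thallium stimulus; more negative B-score means stronger Kir2.1 block with less thallium influx; some compounds called inactive have numbers as strong as hits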
KCNQ2 inh: KCNQ2 potassium channel inhibitors, primary screen, cell-based, CHO-K1, FluxOR thallium flux, B-score (AID 2156) | Potassium voltage-gated channel subfamily KQT member 2 (Rattus norvegicus), O88943 | 20 min; stronger effect = lower value | B-score at 10 µM | 310,000 compounds, 1.1% hits;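 active = fluorescence ratio B-score at most minus 3 library SDs, with starting brightness B-score within 2 library SDs, cut at about -5.5 in these data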
Target sequence (O88943 whole entry, looked up): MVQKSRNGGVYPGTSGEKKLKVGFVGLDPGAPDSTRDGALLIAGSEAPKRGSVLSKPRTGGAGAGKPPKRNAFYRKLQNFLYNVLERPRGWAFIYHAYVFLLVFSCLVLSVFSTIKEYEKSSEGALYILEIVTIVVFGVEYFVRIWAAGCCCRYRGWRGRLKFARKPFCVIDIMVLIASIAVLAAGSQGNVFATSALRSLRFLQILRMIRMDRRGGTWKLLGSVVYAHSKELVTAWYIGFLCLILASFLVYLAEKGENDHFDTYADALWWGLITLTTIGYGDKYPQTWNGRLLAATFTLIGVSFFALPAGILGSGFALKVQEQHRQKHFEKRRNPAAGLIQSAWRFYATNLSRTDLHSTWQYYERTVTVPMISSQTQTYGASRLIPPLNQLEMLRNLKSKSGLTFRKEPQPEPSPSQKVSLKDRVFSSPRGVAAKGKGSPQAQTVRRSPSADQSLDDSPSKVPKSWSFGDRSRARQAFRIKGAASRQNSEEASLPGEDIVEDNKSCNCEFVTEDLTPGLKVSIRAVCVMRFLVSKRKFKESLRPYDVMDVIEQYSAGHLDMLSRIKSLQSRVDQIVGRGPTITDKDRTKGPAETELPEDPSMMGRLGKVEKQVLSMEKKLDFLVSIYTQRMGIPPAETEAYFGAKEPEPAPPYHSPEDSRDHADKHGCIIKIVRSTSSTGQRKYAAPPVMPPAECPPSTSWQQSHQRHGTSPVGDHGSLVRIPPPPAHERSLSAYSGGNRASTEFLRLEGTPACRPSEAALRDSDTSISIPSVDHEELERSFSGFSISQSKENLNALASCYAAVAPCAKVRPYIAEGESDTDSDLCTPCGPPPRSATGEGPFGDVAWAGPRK
The depositor's hits bear a star; i = inactive.

Order of results – Kir21 inh | KCNQ2 inh
> C=C1CCC(C)C(C)(CCC2=CCOC2=O)C/C=C\C=C/1C(=O)O (stereo unspecified)
→ -0.34 | i
> CC(Sc1nnc(-c2ccco2)n1C)C(=O)N(C)C1CCCCC1 (stereo unspecified)
→ 0.01 | i
> Cc1cc(-c2ccc(NC(=O)[C@@H]3CCCC[C@@H]3C(=O)O)c(C)c2)ccc1NC(=O)[C@@H]1CCCC[C@@H]1C(=O)O
→ 0.91 | i
> COc1ccc(OC)c(/C=N/Nc2nc(C)cc(=O)[nH]2)c1
→ -0.36 | i
> CC(=O)c1cccc(NC(=O)N2CCCC2C(=O)NCCC(C)C)c1 (stereo unspecified)
→ -0.37 | i
> COc1ccc2c(-c3cc4ccc(OCc5ccc(F)cc5)cc4oc3=O)cc(=O)oc2c1
→ 3 | i
> COC(=O)c1ccc(Oc2coc3cc(OCc4ccc([N+](=O)[O-])cc4)ccc3c2=O)cc1
→ -2 | i
> O=C(Nc1nnc(-c2ccncc2)o1)C1CCCCC1
→ 0.13 | i
> S=C(c1cccs1)N1CCCC1
→ -2.3 | i
> CCOC(=O)c1c(CN(C)C)n(C)c2c(O)c(N=NC(N)=O)c3ccc(Br)cc3c12
→ 0.03 | i
> CCCS(=O)(=O)Nc1cc(C(F)(F)F)ccc1OCCOC
→ -0.51 | i
> Cc1nc2c(cnn2-c2ccccc2Cl)c(=O)n1-c1ccc(N2CCC(C)CC2)cc1
→ -2.3 | i
> NC(=O)COc1ccc(-n2cnnn2)cc1
→ 0.13 | i
> COc1cccc(CCNC(=O)C2CCC(=O)N(Cc3cccc(OC)c3)C2)c1 (stereo unspecified)
→ 0.39 | i
> O=C1CN(C(=O)c2ccccc2)C(c2ccccc2)c2cc(F)ccc2N1 (stereo unspecified)
→ -1 | i
> CC(C)OCCCNC(=O)CCc1nc(-c2ccccc2)no1
→ -0.27 | i
> CCOC(=O)c1[nH]c2ccccc2c1NC(=O)c1ccc(S(=O)(=O)N(C)C)cc1
→ -0.51 | i
> Cn1cccc1/C=C1\SC(=O)N(c2ccccc2)C1=O
→ -0.17 | i
> O=C(Cn1cc(C(F)(F)F)cc(Cl)c1=O)NCCc1ccccc1
→ 0.69 | i
> Cc1cccc(NS(=O)(=O)c2ccc(C(=O)N3CCC3)cc2)c1C
→ -0.65 | i
> COc1ccccc1NS(=O)(=O)c1cccc(C(=O)N/N=C/c2cn(-c3ccccc3)nc2-c2ccccc2)c1
→ -0.04 | i
> CC(C)(C)OC(=O)N1CCC2(CC1)C(C#N)=C(N)OC1=C2C(=O)CCC1
→ -0.7 | i
> O=C(COc1ccc(/C=N/NC(=O)c2ccncc2)cc1)Nc1cccc([N+](=O)[O-])c1
→ 0.39 | i
> Cc1ccc(C)c(N2CCN(C(=O)c3ccc(Cn4c(=S)[nH]c5ccc(N6CCOCC6)cc5c4=O)cc3)CC2)c1
→ 0.06 | i
> CCOC(=O)CC(=O)CSc1nc2c(sc(=S)n2-c2ccc(C)c(C)c2)c(=O)[nH]1
→ 0.05 | i
> Cc1cc(C(=O)CN2C(=O)c3cccc(N)c3C2=O)c(C)n1Cc1cccs1
→ -2.1 | i
> O=C(Nc1cccnc1)c1ccc([N+](=O)[O-])cc1Cl
→ 0.54 | i
> O=C(Cn1c(C(F)(F)F)nc2ccccc21)NCCN1CCCC1
→ 0.02 | i
> CC(CC(=O)NCc1ccccc1)C1CCCO1 (stereo unspecified)
→ 1.8 | i
> Cc1ccccc1NC(=O)COC(=O)CCc1ccccc1
→ -0.52 | i
> Cc1ccc(S(=O)(=O)NCCC(=O)N2CCOCC2)cc1C
→ -0.17 | i
> Cc1ccc(-c2nc(C3CCN(S(=O)(=O)c4ccc(C(F)(F)F)cc4)CC3)no2)cc1
→ -1.3 | i
> CCOc1cc(C2C(C(=O)N3CCCCC3)=C(C)NC3=C2C(=O)CCC3)cc(Br)c1O (stereo unspecified)
→ 1.6 | i
> COc1ccc(CNn2c(-c3cccc(C)c3)nc3ccccc3c2=O)cc1OC
→ -0.1 | i
> O=C(N/N=C/c1ccccn1)c1cc(C2CC2)nc2ccccc12
→ -1.1 | i
> COc1ccc(CN(Cc2ccc(C(=O)O)cc2)C(=S)Nc2ccc(C)cc2)cc1OC
→ -1.7 | i
> Nc1[nH]c(=O)[nH]c(=O)c1N=Nc1cccc(Cl)c1
→ 1.6 | i
> CC(=O)Nc1ccc(S(=O)(=O)NCC2CCC(C(=O)NCCCN(C)Cc3ccccc3)CC2)cc1 (stereo unspecified)
→ 0.01 | i
> O=C(Nc1ccccc1)N1CCC(C(=O)N2CCCC(C(F)(F)F)C2)CC1 (stereo unspecified)
→ 1.9 | i
> Cc1ccc(-n2ncc3c(SCc4ccccc4)ncnc32)cc1
→ -0.01 | i
> CC12CCC(C(=O)N3CCCc4ccccc43)(OC1=O)C2(C)C (stereo unspecified)
→ 0.03 | i
> CN(C(=O)COC(=O)c1ccc(F)c(S(=O)(=O)N2CCOCC2)c1)C1CCS(=O)(=O)C1 (stereo unspecified)
→ 1.5 | i
> O=C(COC(=O)c1ncc(Cl)c(Cl)c1Cl)Nc1ccc(Cl)cn1
→ 1.1 | i
> CCOC(=O)CNC(=O)c1c(C)nn(-c2ccccc2)c1Cl
→ -2.3 | i
> CC(C)Nc1nnc(SC(C)C(=O)Nc2ccc(Cl)cn2)s1 (stereo unspecified)
→ -1.5 | i
> COc1cccc(=O)c2c(C)n(C)c(C)c12
→ 1.3 | i
> Oc1ccc(-c2cn3cc(C(F)(F)F)ccc3n2)cc1
→ 1.5 | i
> COc1cc(OC)c(NS(=O)(=O)c2c(C)[nH]c(=O)[nH]c2=O)cc1Cl
→ -1.8 | i
> CCn1cc(C(=O)O)c(=O)c2cc(F)c(N3CCN(C(=S)NC(=O)c4ccccc4)CC3)cc21
→ 2.2 | i
> COC(=O)c1cc(OC)c(OC)cc1N=CC1=C(O)CC(C)(C)CC1=O
→ 0.01 | i
> COc1cc(C)ccc1OCCOc1ccccc1Cl
→ -0.21 | i
> COC(=O)CN(c1ccc(C(C)C)cc1)S(=O)(=O)c1c(C)[nH]c(=O)[nH]c1=O
→ 0.12 | i
> CC(Sc1nnc(-c2ccncc2)n1C)C(=O)Nc1nccs1 (stereo unspecified)
→ -1.6 | i
> O=C1CCCC(=O)C1=Cc1c[nH]c2ccccc12
→ -0.36 | i
> COC(=O)/C(C#N)=C/c1c(N2CCN(C)CC2)nc2ccccn2c1=O
→ 1.1 | i
> O=c1cnn(-c2ccc(Cl)cc2Cl)c(-c2ccccc2)c1
→ -0.66 | i
> N/C(CC1CC1(Cl)Cl)=N\OC(=O)c1ccccc1 (stereo unspecified)
→ 0.12 | -8.6*
> O=S(=O)(c1ccc(F)cc1)N1CCN(Cc2ccccn2)CC1
→ 0.36 | i
> CCOc1cc(NC(=O)c2ccccc2[N+](=O)[O-])c(OCC)cc1NC(=O)CC(C)C
→ 2.9 | i
> Cc1cc(C(=O)NCc2cccs2)c(C)o1
→ -1.7 | i

Other results follow:
Order of results – Kir21 inh | KCNQ2 inh
> c1ccc(OCc2nnc(-c3ccccc3)o2)cc1
→ 0.08 | i
> Cn1nc(C(F)(F)F)c(/C=N/OC(=O)c2ccc(Cl)cc2)c1Cl
→ 1.1 | i
> CCOC(=O)c1ccc(NS(=O)(=O)c2c(C)nc3sccn3c2=O)cc1
→ 0.05 | i
> Cc1ccc(NC(=O)CSc2n[nH]c(-c3ccccn3)n2)cc1
→ 1.2 | i
> Cc1ncc(CCl)c2c1OC(C)(C)OC2
→ -2 | i
> Cc1ccc(C(=O)OCC(=O)c2c[nH]c3ccccc23)cc1
→ 2 | i
> CCC1CCCCN1C(=O)Cn1c(=O)n(CCCC(=O)NCc2ccco2)c(=O)c2sccc21 (stereo unspecified)
→ 0.05 | i
> CN1CCc2c(sc(/N=C/c3ccco3)c2C(N)=O)C1
→ 2.3 | i
> CC(=O)NC(=O)c1ccc(-c2ccc(Cl)cc2)o1
→ -1.8 | i
> O=C(N/N=C\c1c(O)ccc2ccccc12)c1ccc(O)cc1
→ -0.08 | i
> O=C(CSCC(=O)OCC(=O)c1ccc(Br)cc1)Nc1ccc(Br)cc1
→ 0.74 | i
> O=C(CSc1nncn1-c1ccccc1)Nc1cccc(S(=O)(=O)N2CCCCC2)c1
→ 1.5 | i
> COc1ccccc1NCC(O)Cn1c2ccccc2c2ccccc21 (stereo unspecified)
→ 0.09 | i
> Cn1c(SCC(=O)Nc2ccc(F)cc2)nnc1-c1cccnc1
→ -2.3 | i
> CN(C)S(=O)(=O)Oc1ccsc1C(=O)Nc1ccccc1Cl
→ -1.3 | i

Record cards, as listed above:
Results for COc1cccc(=O)c2c(C)n(C)c(C)c12 : Kir21 inh: 1.3; KCNQ2 inh: i
Results for COc1ccc(OC)c(/C=N/Nc2nc(C)cc(=O)[nH]2)c1 : Kir21 inh: -0.36; KCNQ2 inh: i

Additional compounds follow.
Order of results – Kir21 inh | KCNQ2 inh
> CC(=O)Nc1ccc(NC(=O)C/C(C)=N/NC(N)=S)cc1
→ -0.19 | i
> O=C(CCN1CCN(C(c2ccccc2)c2ccccc2)CC1)N/N=C/c1ccc(O)cc1
→ 1.9 | i
> Cc1ccccc1-c1nnc(-c2ccc(Br)cc2)o1
→ 0.14 | i
> O=C(O)/C=C/c1coc2ccc(F)cc2c1=O
→ -0.06 | i
> O=C(O)c1cccc(COc2ccc(CO)cc2Cl)c1
→ 0.14 | i
> O=C(NCc1ccccc1)c1cnc(-c2ccccn2)nc1C(F)(F)F
→ 0.08 | i
> COc1ccc(-c2nnc(SC(C)C(=O)Nc3ccc4c(c3)OCCO4)o2)cc1 (stereo unspecified)
→ -0.6 | i
> O=C(Nc1c2c(nn1-c1ccc([N+](=O)[O-])cc1)CS(=O)(=O)C2)c1ccco1
→ -0.07 | i
> CC(C)NC(=O)COc1coc(CN2CCN(c3ccccc3F)CC2)cc1=O
→ -1 | i
> CC1CCN(c2c(NCc3ccc(C(=O)N(C)C4CCCCC4)cc3)c(=O)c2=O)CC1
→ -0.51 | i
> COc1ccc(CNc2nc3nc(C)c(Cl)c(=O)n3[nH]2)cc1OC
→ 0.02 | i
> COc1ccc2cc(N=Cc3nc(-c4ccc(C)cc4)oc3O)cnc2c1
→ -0.81 | i
> COc1ccc(C2C(C(C)=O)=C(O)C(=O)N2Cc2ccccc2)c(OC)c1 (stereo unspecified)
→ 1.9 | i
> COC(=O)c1cn(-c2ccccc2)nc1-c1ccc(OC)c(OC)c1
→ 0.94 | i
> CCCc1nnc(NC(=O)CCC(=O)N2CCN(Cc3ccc(Cl)cc3)CC2)s1
→ 1.3 | i
> Clc1ccc(Nc2nc(-c3ccncc3)cs2)cc1
→ 0.05 | i
> CCCCN(C(=O)NC(=O)Nc1nc2ccc(OC)cc2s1)S(C)(=O)=O
→ -0.08 | i
> O=C(CCc1nc2ccccc2c(=O)[nH]1)OCc1ccccc1F
→ -1.3 | i
> COC(=O)c1cn(C(=O)c2cc(Br)ccc2Cl)c2ccccc12
→ 3 | -6.1*
> COc1ccc(Nc2cc(C)nc(N)n2)cc1
→ -0.8 | i
> Cc1ccc(/C=N/n2cnnc2)s1
→ 1.5 | i
> Cc1ccc(C)c(N2CCN(C(=O)CN3C(=S)NC(C)(C)CC3C)CC2)c1 (stereo unspecified)
→ 1.4 | i
> COc1cccc(-c2nn(C)c3sc(C(=O)NCc4ccc(C)cc4)cc23)c1
→ 0.18 | i
> c1ccc2[nH]c(SCC3CCCCO3)nc2c1 (stereo unspecified)
→ 0.01 | i
> CC(C)(C)c1ccc(-c2conc2N)cc1
→ -0.76 | i
> N#C/C(=C(/O)c1cccs1)c1nc2ccccc2[nH]1
→ -0.19 | i
> C/C(=C\c1ccccc1)C(=O)NCc1ccco1
→ -0.34 | i
> CCOc1ccc(NC(=S)N2CCCC2)cc1
→ -0.4 | i
> COc1cc2c(cc1NC(=O)CN(C)Cc1cccc(OC)c1OC)oc1ccccc12
→ 1.2 | i
> Cc1cc(Cl)ccc1Oc1ncc(-c2ccc(Cl)cc2)cn1
→ -0.63 | i
> O=C(NCCCNC(=O)c1cccs1)c1cccs1
→ 0.86 | i
> CC(CCc1ccccc1)NC(=O)C1CCN(S(=O)(=O)c2ccc(F)cc2)CC1 (stereo unspecified)
→ -0.15 | i
> Cc1cc(C(=O)N/N=C/c2ccc([N+](=O)[O-])s2)n[nH]1
→ 0.25 | i
> CCN1CCN(CCCN(Cc2ccco2)C(=S)Nc2ccc(Cl)c(C)c2)CC1
→ 0.21 | i
> CC(C)=C1C2CCC1C1C(=O)N(NC(=O)COc3ccc(C(C)(C)C)cc3)C(=O)C21 (stereo unspecified)
→ -0.18 | i
> Cc1ccnc(NS(=O)(=O)c2cccc([N+](=O)[O-])c2)c1
→ -0.72 | i
> Cc1ccc(C)c(OCCCNCc2ccccc2)c1
→ -9.4* | i
> CN(C)c1cccc(C(=O)OCC(=O)Nc2ccccc2Sc2ccccc2)c1
→ 0.63 | i
> Fc1ccc(CNC(=S)Nc2ccccc2F)cc1
→ -0.48 | i
> COc1ccc(CCNC(=O)[C@@H]2C[C@H]2c2ccccc2)cc1OC
→ -2.5 | i
> COc1ccc(NC(=O)c2c(C(F)(F)F)nn(C)c2SCc2ccccc2Cl)cc1
→ -0.11 | i
> O=S(=O)(c1ccc(Cl)cc1)N1CCn2c1nc1ccccc12
→ 0.14 | i
> COc1ccc(-n2cnnc2SCCC#N)cc1
→ -0.19 | i
> COc1ccc(Br)cc1CN(C)CC(=O)NCc1ccc(F)cc1
→ -3.8 | i
> Cc1cccc(C(=O)OCC(=O)NC(C)CCc2ccccc2)c1O (stereo unspecified)
→ -0.06 | i
> COc1ccccc1N1CCN(S(=O)(=O)c2cccc3nsnc23)CC1
→ -0.45 | i
> Cc1ccccc1-c1nnc(CN2CCC(C)CC2)o1
→ -0.82 | i

Single entries from above.
Value of `Cc1ccnc(NS(=O)(=O)c2cccc([N+](=O)[O-])c2)c1` in Kir21 inh: -0.72
Value of `COc1ccc(NC(=O)c2c(C(F)(F)F)nn(C)c2SCc2ccccc2Cl)cc1` in Kir21 inh: -0.11

High-throughput results from PubChem.
